BLM helicase inh: qHTS Assay for Inhibitors of Bloom's syndrome helicase (BLM) | actives 0.2% (n = 350,000) | Potency, µM (titrated, usually from 56.1 µM), for inactives: top-dose activity change, negative = inhibition, actives largely listed as inhibitors | RecQ-like DNA helicase BLM (Homo sapiens), P54132 | recombinant BLM DNA unwinding, fluorescence dequenching;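 note: plate controls were vehicle for no effect and no enzyme for full effect; nearly all actives have a fitted effect of over 35% in size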
POLH inh: qHTS for Inhibitors of Polymerase Eta; AID 588591, 2011; DNA polymerase eta (Homo sapiens), Q9Y253; actives 1.2% (n = 390,000); Potency, µM (titrated, usually from 114 µM), inactives show at the top dose activity change, negative = inhibition, actives largely listed as inhibitors; recombinant Pol eta, fluorescent DNA replication assay; note: % is set by controls: 0 for no effect and ±100 for the full control effect
Target sequence (Q9Y253 whole entry, looked up): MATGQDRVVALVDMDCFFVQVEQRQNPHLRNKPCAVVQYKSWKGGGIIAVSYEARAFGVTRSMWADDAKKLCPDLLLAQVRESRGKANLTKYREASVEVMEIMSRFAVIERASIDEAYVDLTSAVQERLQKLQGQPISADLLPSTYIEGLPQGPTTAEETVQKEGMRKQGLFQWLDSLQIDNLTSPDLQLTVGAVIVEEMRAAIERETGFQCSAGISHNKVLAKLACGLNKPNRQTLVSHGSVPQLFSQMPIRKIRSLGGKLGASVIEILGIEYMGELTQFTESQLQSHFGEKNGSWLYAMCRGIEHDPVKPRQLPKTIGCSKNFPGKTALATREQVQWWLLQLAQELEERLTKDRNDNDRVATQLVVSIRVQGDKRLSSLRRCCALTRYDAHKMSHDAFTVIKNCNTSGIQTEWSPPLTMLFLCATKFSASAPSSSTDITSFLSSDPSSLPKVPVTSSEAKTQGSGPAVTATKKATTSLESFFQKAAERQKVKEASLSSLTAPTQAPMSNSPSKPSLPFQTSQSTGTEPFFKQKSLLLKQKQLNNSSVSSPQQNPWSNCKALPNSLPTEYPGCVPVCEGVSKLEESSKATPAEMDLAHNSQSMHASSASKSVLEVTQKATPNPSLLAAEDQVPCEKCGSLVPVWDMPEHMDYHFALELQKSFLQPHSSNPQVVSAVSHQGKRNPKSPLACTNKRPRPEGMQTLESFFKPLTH
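Pol eta (10 nM) was preincubated with compounds for 15 min at room temperature, after which fluorescent replication substrate (50 nM final) was added to start the reaction. Fluorescence was read kinetically at 0 and 10 min.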
POLI inh: qHTS for Inhibitors of Polymerase Iota; DNA polymerase iota (Homo sapiens), Q9UNA4; Pol iota fluorescent replication assay, 10 min; Potency, µM (series often up to 115 µM), without a hit: at the highest dose activity, negative = inhibition, hits mostly inhibitors; actives 1% (n = 390,000); AID 588590, 2011
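Pol iota at 10 nM preincubated 15 min with compounds at room temperature; reaction started with fluorescent substrate, 50 nM final. Fluorescence read kinetically at 0 and 10 min; buffer-only wells as negative control.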
G9a block: qHTS Assay for Inhibitors of Histone Lysine Methyltransferase G9a | Histone-lysine N-methyltransferase EHMT2 (Homo sapiens), Q96KQ7 | actives 8.8% (n = 350,000) | Potency, µM (titrated, usually from 102 µM), for the others: top-dose activity, negative = inhibition, most hits filed as inhibitors | G9a H3K9 monomethylation, AlphaScreen, 2 h; note: % is set by controls: 0 for no effect and ±100 for the full control effect; nearly all actives have a fitted effect of over 75% in size
Target sequence (Q96KQ7 913-1193 limits assumed): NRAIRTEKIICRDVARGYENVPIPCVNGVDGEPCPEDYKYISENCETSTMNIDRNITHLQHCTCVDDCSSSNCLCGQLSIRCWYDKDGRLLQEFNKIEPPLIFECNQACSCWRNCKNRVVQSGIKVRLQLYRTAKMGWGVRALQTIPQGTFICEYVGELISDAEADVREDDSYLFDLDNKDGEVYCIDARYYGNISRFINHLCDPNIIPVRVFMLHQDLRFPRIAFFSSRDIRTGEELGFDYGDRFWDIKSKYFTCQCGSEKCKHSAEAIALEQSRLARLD
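Signal arises when biotinylated H3K9 peptide, once monomethylated, bridges streptavidin donor and antibody-captured acceptor beads. Enzyme at 20 nM was preincubated 15 min with test compounds; peptide 500 nM and SAM 20 uM then reacted for 2 h.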
BAZ2B block: qHTS Assay for Inhibitors of BAZ2B; AID 504333, 2011; Potency, µM (highest dose often 114 µM), inactives show at the top dose activity change, negative = inhibition, most hits filed as inhibitors; actives 4.4% (n = 360,000); AlphaScreen BAZ2B-H3K14Ac peptide displacement; note: % is set by controls: 0 for no effect and ±100 for the full control effect; nearly all actives have a fitted effect of over 60% in size
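AlphaScreen displacement: compounds (up to 110uM) incubated 30 min at room temperature with a preformed 50 nM BAZ2B/50 nM biotinylated H3K14Ac peptide complex in PBS pH 7.4 with Tween-20. Donor and acceptor beads at 10 ug/mL final added, 20 min light-protected before reading.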
POLB inh: qHTS Assay for Inhibitors of DNA Polymerase Beta | Pol beta primer extension/strand displacement, fluorescence kinetic | Potency, µM (doses to about 114 µM), inactives show at the highest dose activity change, negative = inhibition, actives largely listed as inhibitors | P06746 | actives 1.3% (n = 340,000); note: % is set by controls: 0 for no effect and ±100 for the full control effect
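Enzyme-only controls used 10 nM Pol beta; buffer lacking enzyme served as negative control. Compound preincubated 15 min, then 50 nM substrate added; 0 and 10 min reads at room temperature.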
APE1 inh: qHTS Assay for Inhibitors of the Human Apurinic/apyrimidinic Endonuclease 1 (APE1); Potency, µM (highest dose often 65.8 µM), without a hit: at the top dose activity change, negative = inhibition, usual class: inhibitors; actives 0.35% (n = 350,000); recombinant APE1, TAMRA/BHQ-2 abasic DNA cleavage fluorescence;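 note: plate controls were vehicle for no effect and reference inhibitor for full effect; nearly all actives have a fitted effect of over 55% in size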
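Kinetic fluorescence read (525 ex/598 em nm, three reads 60 s apart) of AP-site incision; signal = third minus first read. Enzyme 0.75 nM, dual-labelled THF duplex 50 nM, compound preincubation 15 min RT.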
Anesthetic bind: qHTS Assay for Identification of Novel General Anesthetics; Potency, µM (series often up to 77.5 µM), for inactives: top-dose activity change, negative = displacement, usual class: inhibitors; Ferritin light chain (Equus caballus), P02791; apoferritin/1-aminoanthracene competitive binding, fluorescence; AID 485281, 2010; actives 0.074% (n = 350,000); note: % is set by controls: 0 for no effect and ±100 for the full control effect; nearly all actives have a fitted effect of over 20% in size
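Read-out: endpoint 1-AMA fluorescence, excitation 380 nm and emission 535 nm, after compounds sit 10 min at room temperature with 10 uM horse-spleen apoferritin in 50% saturated 1-AMA/PBS. Values come from four-parameter Hill fits.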
Pol kappa inh: qHTS for Inhibitors of Polymerase Kappa. purified Pol kappa, fluorescent DNA synthesis assay, 10 min. Potency, µM (series often up to 107 µM), for the others: top-dose activity, negative = inhibition, hits mostly inhibitors. actives 0.53% (n = 400,000). DNA polymerase kappa (Homo sapiens), Q9UBT6; note: % is set by controls: 0 for no effect and ±100 for the full control effect
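50 nM final substrate added after 15 min RT preincubation of 10 nM Pol kappa with compound; fluorescence read at 0 and 10 min.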
Numbers without * were called inactive; u = inconclusive; x = not tested or not shown; [ ] = another dose, or the depositor's remark. Calls come from the whole dose curve; as a rule, active = well fitted curve in the direction sought with a large enough effect; inconclusive = small, poorly fitted or top-dose-only effect, or another doubt; inactive = no such curve, though single readings can be large; an effect the other way counts as inactive or inconclusive. Potency is the fitted concentration of half-maximal effect.

BLM helicase inh	POLH inh	POLI inh	G9a block	BAZ2B block	POLB inh	APE1 inh	Anesthetic bind	Pol kappa inh	Molecule
-1%	-13%	6%	u	-18%	-18%	2%	-9%	3%	O=c1oc2ccccc2c(N2CCCC2)c1[N+](=O)[O-]
-5%	-8%	2%	-9%	-4%	0%	8%	4%	-5%	Cn1c(CNc2ccc(Br)cc2)nc2ccccc21
1%	x	x	-7%[12.7 µM]	x	x	4%	x	4%[60.1 µM]	N#Cc1ccc(CN2CC3(CCN(C(=O)c4ccncc4)CC3)C2)cc1
-1%	-4%	4%	u	-3%	-1%	-2%	u	-10%	O=C(c1ccco1)c1nnn(Cc2ccccc2)c1-c1ccccc1
-3%	4%	13%	3%[59 µM]	x	-3%	-1%	-7%	9%	CC1CN(C(=O)N(C)C)CCN1C(=O)N(C)C (configuration not stated)
-11%	-13%	9%	u	-14%	6%	-3%	-21%	-9%	O=C(Nc1cc(=O)c2ccccc2o1)N1CCCCC1
2%	-15%	18%	10µM*	u	27%	7%	-18%	-12%	O=[N+]([O-])c1cnc(N2CCCCC2)c([N+](=O)[O-])c1
-1%	-20%	37%	4%[12.7 µM]	-3%	6%	-7%	-19%	-7%	CC1Cc2ccccc2N1C(=O)CSc1nnc(CNc2ccccc2)o1 (configuration not stated)
-1%	-11%	5%	32%[59 µM]	110%[activator]	7%	-1%	-13%	2%	CCOC(=O)c1cnc(SC)nc1Nc1cccc(F)c1
-8%	8%	-17%	21%	-15%	52%	4%	11%	-1%	COc1ccc(C(C(=O)NCC2CCCO2)N(Cc2cccs2)C(=O)c2snc(C(N)=O)c2N)cc1OC (configuration not stated)
0%	-11%	3%	11%[59 µM]	3%	27%	21%	-18%	0%	C/C(=N\NC(=O)c1ccc(Cl)c(S(=O)(=O)Nc2ccccc2Cl)c1)c1ccncc1
-4%	-3%	-1%	u	79µM*	-1%	4%	-13%	-21%	COc1ccc(-c2nn(-c3ccccc3)cc2C2CC(c3cccs3)=NN2C(=O)CCCC(=O)O)cc1 (configuration not stated)
-6%	-4%	25%	13%	0%	0%	19%	-13%	6%	NS(=O)(=O)c1ccc(CCNC(=O)c2cccc3ccccc23)cc1
0%	-5%	3%	27%	-14%	-10%	-6%	-4%	-18%	Cc1ccc(S(=O)(=O)CC(O)COc2ccccc2C#N)cc1 (configuration not stated)
-4%	-14%	-5%[58.9 µM]	u	u	4%	-2%	-13%	-10%	COc1ccc(NC(=O)CSc2nnc(Cc3cccn3C)n2-c2ccc(C)cc2)cc1OC
-2%	-15%	8%	u	-4%	4%	2%	-17%	-11%	CC(=O)N1CCN(CCN(CC2C(C)C=C(C)CC2C)C(C)=O)CC1 (configuration not stated)
1%	2%	7%	9%	-26%	5%	4%	-15%	-13%	COC(=O)c1ccccc1OCC(=O)N1CCN(c2ccc(F)cc2)CC1
-5%	-17%	-2%	10%	-13%	-27%	7%	-4%	-1%	CCCOc1cccc(C(=O)Nc2ccccc2C(=O)N2CCN(C)CC2)c1
2%	1%	-1%	14µM*	-31%	-1%	0%	9%	-4%	CC(=O)Nc1nnc(-c2ccc(Cl)s2)o1
1%	-12%	12%	-5%	8%	14%	0%	-4%	5%	O=C1CCc2cc(S(=O)(=O)N3CCCC3C(=O)N3CCN(c4ccccc4)CC3)ccc2N1 (configuration not stated)
-3%	-4%	21%	5%[59 µM]	-4%	-21%	-6%	-5%	14%	O=C(C1=C[C@H](c2ccc(Br)cc2)C[C@H](OCCCCO)O1)N1CCOCC1
-2%	-13%	14%	2%	-31%	2%	-2%	-3%	-11%	O=C(O)CCCCCNC(=O)CCn1cnc2ccccc2c1=O
-7%	-22%	12%	x	40%[activator]	-6%	-3%	-11%	-3%	O=C(CSc1cccc(C(F)(F)F)c1)Nc1ccc(Cl)cc1Cl
1%	-14%	-3%	u	0%	1%	7%	-5%	-2%	CCN(CC)CCn1c(=S)[nH]c2cc(C(=O)N3CC(C)CC(C)C3)ccc2c1=O (configuration not stated)

An excerpt of these results, with two lines to a compound:
Below each SMILES: BLM helicase inh	POLH inh	POLI inh	G9a block	BAZ2B block	POLB inh	APE1 inh	Anesthetic bind	Pol kappa inh
COc1ccc(NC(=O)CSc2nnc(Cc3cccn3C)n2-c2ccc(C)cc2)cc1OC
  -4%	-14%	-5%[58.9 µM]	u	u	4%	-2%	-13%	-10%
CC(=O)N1CCN(CCN(CC2C(C)C=C(C)CC2C)C(C)=O)CC1 (configuration not stated)
  -2%	-15%	8%	u	-4%	4%	2%	-17%	-11%
COC(=O)c1ccccc1OCC(=O)N1CCN(c2ccc(F)cc2)CC1
  1%	2%	7%	9%	-26%	5%	4%	-15%	-13%
CCCOc1cccc(C(=O)Nc2ccccc2C(=O)N2CCN(C)CC2)c1
  -5%	-17%	-2%	10%	-13%	-27%	7%	-4%	-1%
CC(=O)Nc1nnc(-c2ccc(Cl)s2)o1
  2%	1%	-1%	14µM*	-31%	-1%	0%	9%	-4%
O=C1CCc2cc(S(=O)(=O)N3CCCC3C(=O)N3CCN(c4ccccc4)CC3)ccc2N1 (configuration not stated)
  1%	-12%	12%	-5%	8%	14%	0%	-4%	5%
O=C(C1=C[C@H](c2ccc(Br)cc2)C[C@H](OCCCCO)O1)N1CCOCC1
  -3%	-4%	21%	5%[59 µM]	-4%	-21%	-6%	-5%	14%
O=C(O)CCCCCNC(=O)CCn1cnc2ccccc2c1=O
  -2%	-13%	14%	2%	-31%	2%	-2%	-3%	-11%
O=C(CSc1cccc(C(F)(F)F)c1)Nc1ccc(Cl)cc1Cl
  -7%	-22%	12%	x	40%[activator]	-6%	-3%	-11%	-3%
CCN(CC)CCn1c(=S)[nH]c2cc(C(=O)N3CC(C)CC(C)C3)ccc2c1=O (configuration not stated)
  1%	-14%	-3%	u	0%	1%	7%	-5%	-2%

Continued.
BLM helicase inh	POLH inh	POLI inh	G9a block	BAZ2B block	POLB inh	APE1 inh	Anesthetic bind	Pol kappa inh	Molecule
0%	-10%	-5%	-6%[59 µM]	22%	0%	1%	-14%	12%	COc1cc(C(=O)OCC(=O)Nc2cc(C)on2)ccc1OCc1ccccc1Cl
x	-24%	27%	-12%[2.33 µM]	-8%	x	-13%	x	-1%	CCN1C(=O)[C@H]2[C@@H](c3ccc(-c4ccc(OC)cc4)cc3)N3CCCC[C@@]3(C(=O)OC)[C@H]2C1=O
-20%	-22%	172%[activator]	u	56µM*	-3%	-1%	-15%	-11%	Cc1ccc(C(=O)c2cc3c(cc2[N+](=O)[O-])OCCO3)cc1
0%	-10%	5%	2%[12.7 µM]	-1%	3%	2%	u	-3%	O=C(Nc1cccc2ccccc12)N1CCN(Cc2ccc3c(c2)OCO3)CC1
x	-21%	4%	x	x	x	-11%	x	-7%	Cc1ccc(S(=O)(=O)Nc2cccc3c2O[C@H](CN(C)C(=O)Nc2ccc(C(F)(F)F)cc2)[C@@H](C)CN([C@H](C)CO)C3=O)cc1
-2%	-6%	30%	0%[59 µM]	7%	26%	-15%	-11%	-10%	CCOc1ccccc1NC(=O)CSc1nnc(-c2ccco2)o1
0%	-1%	13%	x	0%	1%	3%	-8%	-13%	O=C(NCc1ccccn1)C(=O)NCC1OCCCN1S(=O)(=O)c1cc(F)ccc1F (configuration not stated)
-7%	u	-11%	16%[59 µM]	-13%	22%	-5%	-15%	u	COc1cccc(C2C(C(=O)Nc3ccccc3)=C(C)N=c3s/c(=C/c4ccc(OCC(=O)O)cc4)c(=O)n32)c1 (configuration not stated)

Overlap with the part before: 2 entries; new compounds follow.
BLM helicase inh	POLH inh	POLI inh	G9a block	BAZ2B block	POLB inh	APE1 inh	Anesthetic bind	Pol kappa inh	Molecule
0%	-1%	13%	x	0%	1%	3%	-8%	-13%	O=C(NCc1ccccn1)C(=O)NCC1OCCCN1S(=O)(=O)c1cc(F)ccc1F (configuration not stated)
-7%	u	-11%	16%[59 µM]	-13%	22%	-5%	-15%	u	COc1cccc(C2C(C(=O)Nc3ccccc3)=C(C)N=c3s/c(=C/c4ccc(OCC(=O)O)cc4)c(=O)n32)c1 (configuration not stated)
-1%	-4%	-3%	-32%[59 µM]	u	-2%	x	-10%	-17%	CC(=O)c1ccc(NC(=O)CSc2nnc(N)s2)cc1
6%	-4%	27%	2.2µM*	2%	48%	4%	-1%	-15%	S=C(Cc1cccnc1)N1CCOCC1
-5%	x	x	12%[59 µM]	8%	3%	5%	-11%	x	O=C(CNC(=O)c1cccs1)NCCN1CCC(Cc2ccccc2)CC1
-4%	-12%	-3%	6%[59 µM]	0%	11%	-2%	-7%	-10%	CC1(C)Cc2c(c(-c3ccco3)[nH]c(=O)c2C#N)CO1
x	u	7%	27%[12.7 µM]	-4%	x	-10%	x	-11%	CCCN(C(=O)CSc1nc(C2CC2)n(-c2ccccc2)n1)C1CCS(=O)(=O)C1 (configuration not stated)
-6%	-7%	7%	x	-7%	6%	-5%	-3%	-14%	COc1ccc(CCNC(=O)C(=O)NCC2OCCN2S(=O)(=O)c2ccc3c(c2)OCCO3)cc1 (configuration not stated)
-9%	-15%	9%	292%[activator]	104%[activator]	34%	0%	-10%	-11%	O=C(Cc1ccc(Br)cc1)Nc1ccccc1Sc1ccccc1
-2%	-4%	19%	8%	-16%	-18%	31%	-3%	-10%	COc1cc(NC(=O)c2ccccc2)c(C)cc1NC(=O)CC(CC(=O)O)c1ccccc1 (configuration not stated)
-4%	-1%	24%	u	u	20%	13%	-10%	-25%	O=C(NCC1CCCO1)c1ccc2c(=O)n(CC3CCCO3)c(=S)[nH]c2c1 (configuration not stated)

Screens (PubChem)

The list is partial; count on the stated rates, not on these rows.
